Screens (PubChem BioAssay)
phage Ecoli inh = E. coli growth loss with phage present. growth absorbance. inhibition, % at 11.9 µM. 0.26% of 360,000 active. AID 651602; in the data active = inhibition above about 11%
* = called active by the depositor.

SMILES | phage Ecoli inh
Cc1cc2nc(-c3ccccc3)c(Cc3ccsc3)n2c(C)c1Br | 1.3
Cc1ccc(S(=O)(=O)N2[C@H](CC(=O)c3ccc(F)cc3)OC[C@@H]2C)cc1 | 0.3
O=C(N[C@H](C(=O)N1CCC[C@H]1C(=O)NC1CCCC1)c1ccccc1)c1ccc(Cl)cc1Cl | 1.4
C[C@H]1CN([C@@H](C)CO)S(=O)(=O)c2ccc(Br)cc2O[C@@H]1CN(C)S(=O)(=O)c1ccccc1F | 3.2
COc1ccc2c(CN3CCN(c4ccc(Cl)c(Cl)c4)CC3)cc(=O)oc2c1 | 3.7
CC(=O)Nc1ccc(C(=O)N2CCCC(c3cc(C(=O)Nc4ccccc4)no3)C2)cc1 (stereo not drawn) | 1.3
CCCCn1nnnc1C1(C)CCC(=O)N1CCOc1ccccc1 (stereo not drawn) | 1.8
Cc1cccc(C)c1NC(=O)CN(Cc1ccccc1)Cc1ccccc1 | 2.7
Cn1c(=O)c2cc(NC(=O)NCc3ccccc3)ccc2n1C/C=C/c1ccccc1 | 3.0
Cc1ccc(S(=O)(=O)NC(=O)C2(C)CCN2C(=O)Cc2ccc(C(C)(C)C)cc2)nc1 (stereo not drawn) | 4.4
CC(=O)Nc1cccc(-c2ccnc3c2CC(C(=O)Nc2cccc(N(C)C)c2)O3)c1 (stereo not drawn) | 3.1
CN(C)CCN1CCN([C@H]2CS(=O)(=O)N[C@@H]2COCc2ccccc2)CC1 | 1.8
N#Cc1cc(NC(=O)c2ccc(Cl)cc2)ccc1Sc1ccccc1 | 2.5
O=C(NCC1CCN(C(=O)C(=O)c2cc3ccccc3o2)CC1)c1cc(C(F)(F)F)cc(C(F)(F)F)c1 | -2.6
CCc1nc2c(OCc3ccccc3OC)cccn2c1N(C)C(=O)C(C)C | -1.2
c1cc(-c2ccc3[nH]ccc3c2)n2ccnc2c1 | 4.1
O=C(c1cc2c(c(-c3cccc(-c4ccncc4)c3)n1)[C@H](CCO)N(C(=O)c1ccc3c(c1)OCO3)C2)N1CCOCC1 | 0.8
CC(=O)Oc1ccc(Cn2c(C)c(C(=O)NC3CC3)sc2=O)cc1 | 3.3
CCc1nc2ccc(C(=O)Nc3ccc(OC)c(OC)c3)cn2c1N(CCC(C)C)CCN(C)C | 4.5
O=S1(=O)CC(N2CCCCC2)CN1CCc1ccccc1 (stereo not drawn) | 2.2
CC(=NNC(N)=O)c1ccc(Cl)c(-n2cccc2)c1 | 5.7
CCN(CC)C(=O)c1cccc(-c2csc(C(O)(c3ccccc3)C(F)(F)F)n2)c1 (stereo not drawn) | -0.1
COc1ccc(C(O)c2ncc(-c3ccccc3)[nH]2)cc1F (stereo not drawn) | 4.3
Cc1ccccc1-c1nc(NC(C)C)nc2cc(-c3ccccc3)sc12 | 0.1
CN1CCCCC(NC(=O)c2ccc(Cl)cc2Cl)C1=O (stereo not drawn) | 0.6
O=C(NC(c1ccc(Cl)cc1)c1cnccn1)C1CCN(CCCOc2ccccc2)CC1 (stereo not drawn) | 0.4
CCOC(=O)[C@]12CCCC=C1N(CCc1ccc(OC)c(OC)c1)C(=O)[C@H](CC(=O)N1CCCCC1)C2 | 2.1
CC(C)NC(=O)C1Cc2c(-c3ccccc3Oc3ccccc3)ccnc2O1 (stereo not drawn) | 1.9
O=C(NCCN1CCC(n2c(=O)[nH]c3ccccc32)CC1)c1ccc(F)cc1F | 3.4
COc1ccccc1Cc1c(-c2ccc(F)cc2)nc2ccc(Cl)cn12 | -0.6
O=C(CC[C@H]1O[C@@H](n2ccc(=O)[nH]c2=O)[C@H](O)[C@@H]1O)NCc1ccc2c(c1)OCO2 | 2.9
CN(C)c1ccc(C=Cc2ccnc3ccccc23)cc1N | 6.1
CN(CCO)C(=O)c1nc[nH]c1C(=O)N(C)Cc1ccccc1 | -1.0
CCC(=O)N1CCCC1(C)C(=O)NCc1ccc(SC)cc1 (stereo not drawn) | 2.4
CCCNC(=O)C1(C)CCCN(Cc2c(F)cccc2F)C1 (stereo not drawn) | 2.9
C[C@@H]1ON(C)[C@H]2C[C@H]3c4[nH]c5cccc(Br)c5c4CCN3C(=O)[C@@H]12 | 0.6
CN1CCN(C(=O)c2cc3c(c(-c4cccc(C#CC(C)(C)O)c4)n2)[C@H](CCO)N(S(=O)C(C)(C)C)C3)CC1 (stereo partly drawn) | 1.2
CC(C)CC(N)c1csc(Nc2ccc(C(=O)NCCO)cc2)n1 (stereo not drawn) | 2.2
COc1ccc(Cc2c(C3CCCCC3)nc3c(Cl)cc(C(F)(F)F)cn23)c(C)c1 | 1.5
CC(O)(c1ccc(F)c(F)c1)c1nc(-c2ccoc2)cs1 (stereo not drawn) | 2.2
O=S1(=O)CC(N2CCN(c3ncccn3)CC2)CN1Cc1ccc(F)cc1 (stereo not drawn) | 4.2
CC1(C(=O)NS(=O)(=O)c2cccc(Cl)c2)CCN1C(=O)CC1CCCC1 (stereo not drawn) | 4.1
O=C1c2ccccc2C(c2nnnn2Cc2ccccc2)N1CCCN1CCOCC1 (stereo not drawn) | 2.0
CC(C)C[C@@H]1COc2cc(N3CCOCC3)ccc2S(=O)(=O)N1 | 0.1
CCN(C)C1CN(Cc2cn(CCCOC)nn2)S(=O)(=O)C1 (stereo not drawn) | -1.4
COc1c(C)cc(C(O)c2ncc(-c3ccccc3Cl)[nH]2)cc1C (stereo not drawn) | 4.2
C[C@@H](c1ccccc1)N1C[C@H](COCc2ccccc2)Oc2cc(N3CC[C@@H](N(C)C)C3)ccc2S1(=O)=O | 2.7
N#Cc1nnn2c1nc(N)c1c(Cl)cccc12 | 0.2
O=C(NCCc1ccccc1)c1cccc2c(-c3cccnc3)coc12 | 1.9
CCc1nc2ccc(C(=O)N(C)CCCN(C)C)cn2c1N(C)C(=O)C1CCCCC1 | -0.2
More structures.
SMILES | phage Ecoli inh
COCc1[nH]nc2c1C(c1cccc(C(F)(F)F)c1)N(c1ccccc1)C2=O (stereo not drawn) | 4.3
COc1ccc(C(O)c2nc(-c3cc4ccccc4o3)cs2)cc1 (stereo not drawn) | 3.3
COc1ccc(NC(=O)C2Cc3c(-c4cccc(F)c4)ccnc3O2)cc1 (stereo not drawn) | 2.4
CCOc1ccc(-c2cc(C(=O)NCc3cc(C(F)(F)F)cc(C(F)(F)F)c3)[nH]n2)c(C)c1 | 3.6
CSCCC(c1nnnn1Cc1ccccc1)N1CCN(C/C=C/c2ccccc2)CC1 (stereo not drawn) | 4.2
CC1(C(=O)Nc2ccc3c(c2)OCCO3)CN(S(C)(=O)=O)CC(=O)N1CCc1ccc(O)cc1 (stereo not drawn) | 0.4
CCC(=O)NC(c1cccs1)c1cc([N+](=O)[O-])c2cccnc2c1OC (stereo not drawn) | -3.3
CN[C@H]1C[C@H]2c3[nH]c4c(-c5ccccc5)cccc4c3CCN2C[C@H]1[C@H](C)O | 3.8
CC(=O)Nc1cc(-c2ccc(N3CCN(C)CC3)cc2)cn2c(-c3ccc(F)cc3)cnc12 | 0.4
COC(=O)[C@]12C[C@H](CC(=O)NCC3CCCCC3)C(=O)N(Cc3ccccc3)C1=C[C@H](C1CCCC1)O[C@@H]2C | 1.3
COC(=O)[C@]12CCCCC=C1N(Cc1cccc3ccccc13)C(=O)[C@H](CC(=O)NCc1cccc(C(F)(F)F)c1)C2 | 0.1
CCc1nc2ccc(C(=O)NCCOc3ccc(OC)cc3)cn2c1N(C)CCCc1ccccc1 | -0.6
CC(C)c1ccc(NC(=O)Nc2nc(CN)cs2)cc1 | 2.7
CCC(CC)C(=O)N(C)c1c(C)nc2c(OCCOc3ccc(F)cc3)cccn12 | 3.5
C[C@@H]1C=CCCO[C@]12C(=O)N(Cc1ccc(Br)cc1)c1cccc(Br)c12 | 1.4
COc1ccc(CC(N)c2csc(NC(=O)c3cccc(OC(F)(F)F)c3)n2)cc1 (stereo not drawn) | 4.8
COc1ccc(NC(=O)Nc2ccc3nc([C@@H]4O[C@H](CO)[C@@H](O)[C@H](O)[C@H]4O)[nH]c3c2)cc1OC1CCCC1 | 2.3
Cc1ccc(N2CCN(C(=O)C(=O)c3ccc(F)c(F)c3)CC2)cc1 | -1.8
CSc1ccc(CNC(=O)C2(C)CCN2C(C)C)cc1 (stereo not drawn) | 1.6
C(=CCSc1ccccn1)CSc1ccccn1 | -0.7
c1ccc(Cc2c(C3CCCCC3)nc3c4ccccc4ccn23)cc1 | -0.1
Cc1nc2ccc(C(=O)NCCc3c[nH]c4ccccc34)cn2c1N(C)C(=O)CCc1ccccc1 | 0.8
Clc1ccc(CSc2nnc(-c3ccccn3)n2Cc2cccs2)cc1Cl | 2.6
NC(Cc1ccc(F)cc1)c1csc(Nc2ccc(C(F)(F)F)cn2)n1 (stereo not drawn) | -0.5
CC1=C(C(=O)N(C(C)C)C(C)C)CC(CC(=O)NCCCN(C)C)C(=O)N1CCC1=CCCCC1 (stereo not drawn) | 1.7
CSc1ccc(CN2CCC(C)(Oc3cccc(Cl)c3)C2)cc1 (stereo not drawn) | 3.0
CC(C)C[C@@H]1COc2cc(N3CCCC3)ccc2S(=O)(=O)N1 | -0.4
C[C@H](CO)N1C[C@H](C)[C@@H](CN(C)C(=O)Nc2ccccc2F)OCc2cn(nn2)CCCC1=O | 0.7
O=C(NC(c1ccc(F)cc1)c1ccc2ccccc2n1)C1CCN(Cc2cccc(C(F)(F)F)c2)CC1 (stereo not drawn) | 6.4
CN(C)[C@H]1CCN([C@@H]2CS(=O)(=O)N[C@H]2COCc2ccccc2)C1 | 4.2
CCCNC(=O)C1(C)CCN(C(=O)c2c(F)ccc(C)c2F)C1 (stereo not drawn) | 2.9
COc1ccc2c(CN(C)Cc3ccccc3)cc(=O)oc2c1 | 0.1
COc1ccc(-c2nc3cc(C)c(Br)c(C)n3c2CC2CCCCC2)cc1OC | -0.2
CCOC(=O)[C@]12CCC=C1N(Cc1ccc(Cl)cc1Cl)C(=O)[C@H](CC(=O)N1CCCC1)C2 | 0.4
OC(c1ccccc1)(c1ccccc1)C1CCN(CCCOc2cccc(Cl)c2)CC1 | -1.9
Cc1ccc(NC(=O)[C@H](Cc2ccccc2)NC(=O)CC[C@H]2O[C@@H](n3ccc(=O)[nH]c3=O)[C@H](O)[C@@H]2O)cc1C | 5.0
O=C(Nc1ccccc1)c1cccc2c(-c3cccnc3)coc12 | 3.1
O=C(N[C@@H](Cc1cccnc1)C(=O)N1CCC[C@H]1C(=O)NCc1ccccc1)c1ccc(Cl)c(Cl)c1 | 0.8
Cc1cc(Oc2cccnc2)ccc1NC(=O)Cc1c(C)[nH]c2ccccc12 | 3.0
Cc1ccc(-c2cccc(=O)o2)cc1 | 2.2
N/C(=N\C(=S)Nc1ccc2c(c1)OCO2)c1ccccc1 | 1.6
COC(=O)C1=C(C)N(Cc2cccc(C(F)(F)F)c2)C(=NCc2ccc(C(F)(F)F)cc2)NC1c1cccc(C(F)(F)F)c1 (stereo not drawn) | 9.1
COc1ccc(S(=O)(=O)Nc2ccc3c(c2)C(=O)N([C@H](C)CO)C[C@H](C)[C@H](CN(C)C(=O)Nc2ccc(F)cc2)OCCCC[C@@H](C)O3)cc1 | 1.8
COc1ccc(F)cc1-c1cc(C(=O)NCc2ccc(C(F)(F)F)cc2)[nH]n1 | 2.3
COc1ccccc1Cc1c(-c2ccco2)nc2ccc(Br)cn12 | 2.2
Cc1ccc(S(=O)(=O)n2c(N)nc3cc(C)c(C)cc32)cc1 | -0.2
COC(=O)C1=C(C)N(Cc2ccccc2C(F)(F)F)C(=NCc2cccc(C(F)(F)F)c2)NC1c1cccc(Cl)c1 (stereo not drawn) | 8.2
c1ccc(Oc2ccc(-c3cc(NCCc4cccnc4)n4nccc4n3)cc2)cc1 | 0.5
CCOC(=O)C1CCCN(C(=O)/C=C/c2ccccc2)CC1 (stereo not drawn) | 4.3
O=C(c1ccccc1F)N1CCC2CC1c1cc(-c3ccc4c(c3)OCO4)ccc12 (stereo not drawn) | -0.9
Following part:
SMILES | phage Ecoli inh
CCc1cc2c(nc1CC)CCCN2Cc1ccc(Br)cc1 | 3.0
CC(=O)NC(C)(c1ccccc1)c1nc(-c2ccc(S(C)(=O)=O)cc2)cs1 (stereo not drawn) | 0.0
CNc1cncc(-c2ccc(O)cc2)n1 | 3.5
Cc1cccc(C(O)c2ncc(-c3ccc(C(F)(F)F)cc3)[nH]2)c1C (stereo not drawn) | 1.7
C[C@@H]1ON(C)[C@H]2C[C@H]3c4[nH]c5cccc(-c6ccccc6F)c5c4CCN3C(=O)[C@@H]12 | -1.9
O=C(O)c1ccc(CN2C[C@@H](CO)O[C@@H](n3cnc4c(Nc5ccccc5)ncnc43)C2)cc1 | 2.0
O=C1NC[C@H](CCCCN2C[C@H](Cc3ccccc3)N(CCc3ccccc3)C(=O)C2=O)N(CCc2ccc(O)cc2)C1=O | 3.9

Not all compounds are listed, so the mix of outcomes need not match the whole.
